TWEAK-Fn14 inh = inhibitors of TWEAK-Fn14 signaling, primary screen, luciferase reporter cells, uHTS | TWEAK-stimulated Fn14 reporter cells, luciferase luminescence, 8 h | 2% of 360,000 active | inhibition, % at 10 µM | AID 1159606, 2016; in the data active = inhibition above about 50%
aDG glyco act = activators of alpha-DG glycosylation, primary screen, uHTS, Pro5-aDG cells, AlphaScreen; alpha-DG glycosylation AlphaScreen (IIH6); 0% Pro5, 100% B10-LARGE cell signal; activation, % at 10 µM; 0.22% of 360,000 active;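 active = activation of at least 8% versus controls, or a plate z-score of at least 8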;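 note: Pro5 are CHO cells carrying HIG-tagged alpha-DG that lacks glycosylation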
CF NFkB inh = inhibitors of PAF-induced NF-kB signaling, primary screen, cell-based, GFP fluorescence, uHTS; 0.86% of 360,000 active; KKLEB NF-kB-GFP reporter, GFP fluorescence overnight; AID 588850, 2011; inhibition, % at 5 µM;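 active = at least 50% inhibition at 5 µM, scaled per plate between neutral and stimulator controls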;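 note: PAF is a Pseudomonas aeruginosa culture filtrate used as stimulus; plate controls were PAF-stimulated DMSO wells for no effect and unstimulated DMSO wells for full effect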
Peg3 promoter = Peg3 promoter-driven luciferase inhibitors, primary screen, cell-based, HeLa, luciferase luminescence | inhibition, % at 20 µM | HeLa PEG-Prom luciferase reporter, overnight | 1.7% of 360,000 active | AID 588405, 2011;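 active = inhibition of at least 50% at 20 µM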
TRPM1 prom inh = inhibitors of MITF-dependent TRPM1 promoter reporter, primary screen, cell-based, SK-MEL-5, single point, luciferase | SK-MEL-5 TRPM1 promoter luciferase, 24 h | inhibition, % at 12.5 µM | 0.83% of 330,000 active;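 active = mean inhibition across replicates of 60% or more, whatever share of single replicates reaches that level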; note: values of inactives mirror those of a sister screen read the other way
HIF-2a inh = HIF-2a reporter inhibitors, primary screen, luminescence, 786-0 RCC cells. 786-0 RCC cells HIF-2a reporter, luciferase luminescence, overnight. inhibition, % at 18.8 µM. 0.72% of 360,000 active. AID 624352, 2012;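 active = inhibition of the luminescence signal of 40% or more relative to plate controls, in a single-dose primary screen at 18.75 µM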
NR2E3 ag-1 = NR2E3 agonists in two-hybrid cells, primary screen, cell-based, luminescence, CHO-S, Gal4-NCOR/VP16-NR2E3; Photoreceptor-specific nuclear receptor (Homo sapiens), Q9Y5X4; luciferase; inhibition of corepressor binding, % at 3.98 µM; 0.35% of 360,000 active; AID 602229, 2012;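 active = inhibition above the mean of all tested compounds plus 3 SD, cut at about 70% in these data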;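 note: 0% = DMSO with NR2E3 transfected cells and 100% = cells lacking NR2E3 construct; higher means lower luciferase signal from less NR2E3 corepressor binding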
Target sequence (Q9Y5X4 whole entry, looked up, the tested form may be a part): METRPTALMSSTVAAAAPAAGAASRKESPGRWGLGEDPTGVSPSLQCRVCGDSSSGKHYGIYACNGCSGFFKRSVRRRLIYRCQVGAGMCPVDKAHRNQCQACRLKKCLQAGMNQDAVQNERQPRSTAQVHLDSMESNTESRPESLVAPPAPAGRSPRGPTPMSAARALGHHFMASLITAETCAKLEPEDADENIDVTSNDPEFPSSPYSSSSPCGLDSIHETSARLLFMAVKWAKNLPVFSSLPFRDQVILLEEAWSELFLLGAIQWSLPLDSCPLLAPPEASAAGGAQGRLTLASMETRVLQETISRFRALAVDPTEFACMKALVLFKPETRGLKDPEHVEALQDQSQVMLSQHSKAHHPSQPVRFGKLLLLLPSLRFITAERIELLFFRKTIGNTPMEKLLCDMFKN
KKLEB cytotox = cytotoxicity in KKLEB CF airway cells, primary screen, cytotoxicity control for CF NF-kB inhibitor project, cell-based, uHTS, fluorescence assay plates. 0.36% of 360,000 active. activity change (cytotoxicity), % at 5 µM. KKLEB CF airway cells viability, ATPlite luminescence, overnight; hits give low values; cells stimulated with P. aeruginosa culture filtrate. AID 602141, 2011;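 active = corrected activity change at or below -50% at 5 µM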
Shn3 inh set2 = reduction of Shn3 3'UTR firefly luciferase signal, primary screen, Schnurri-3 inhibitor project, cell-based, Clone20 osteoblasts, set 2; Clone20 osteoblast Shn3 3'UTR firefly luciferase, 24 h; inhibition, % at 12.5 µM; 0.52% of 360,000 active; AID 588674, 2011;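 active = mean inhibition of at least 75% with every replicate also reaching 75%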;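 note: 0% = median of neutral control wells and 100% = pilot-screen positive control compound; some compounds past the cut are filed as inactive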
NR2E3 ag-2 = inhibitors of NR2E3-RetCOR corepressor binding, primary screen, NR2E3 agonist project, biochemical, TR-FRET, GST-NR2E3, biotin-RetCOR | Photoreceptor-specific nuclear receptor (Homo sapiens), Q9Y5X4 | 0.12% of 320,000 active | AID 2300, 2010 | inhibition of corepressor binding, % at 4.78 µM | 1536-well;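 active = percent inhibition above the cutoff of mean plus 3 SD of all tested compounds, set per screening campaign, cut at about 20% in these data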;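 note: 0% = DMSO wells and 100% = biotin wells as full block of FRET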
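Material: NR2E3–RetCOR corepressor complex / Amount: 1.35 nM GST-NR2E3 / Medium: Tris pH 7.5 / Compound: single nominal compound dose of 4.8 µM / Incubation: 5 h at 4 °C / Technique: TR-FRET, Eu(K)-anti-GST donor, streptavidin-D2 acceptor, ex 340, em 617/671 nm / Read-out basis: percent loss of FRET ratio relative to control wells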
hiPSC survival = enhancers of single-cell hiPSC survival, primary screen, ATPlite luminescence | 100% = ROCK inhibitor wells, 0% = DMSO | survival enhancement, % at 20 µM | 0.044% of 360,000 active; in the data active = survival enhancement above about 18%;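 note: cells exposed to compounds for 16 hours before the ATP read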
* marks the source's active call; other numbers are inactive results; · = not tested or not shown. Outcome played no part in choosing rows; about 4.4% have a hit in one of these screens.

SMILES	TWEAK-Fn14 inh	aDG glyco act	CF NFkB inh	Peg3 promoter	TRPM1 prom inh	HIF-2a inh	NR2E3 ag-1	KKLEB cytotox	Shn3 inh set2	NR2E3 ag-2	hiPSC survival
Cc1ccc(N2CCN(c3cc(C)nc4nc(C)nn34)CC2)c(C)c1	3	-0.2	5	-15	-8	-24	-30	0	5	2	0.5
COc1ccc(CC(=O)Nc2cc(S(=O)(=O)N3CCOCC3)ccc2N2CCCC2)cc1	-6	0.2	-9	8	·	9	-25	7	-8	·	0.0
CC(OC(=O)c1cnccn1)C(=O)c1ccccc1 (centres undefined)	10	0.0	-20	2	-3	-2	7	2	-10	-4	-0.4
Cc1ccc(-c2nn(CCC(=O)NN3CCOCC3)c(=O)c3ccccc23)cc1	13	-0.1	-13	13	·	11	-17	-1	-3	3	-0.3
CC(C)n1c(O)c(N=NC(=O)CNC(=O)Cc2ccc(Cl)cc2)c2ccccc21	-12	-0.3	-4	22	12	15	-13	-3	20	-1	-0.6
CC(=NNc1nc2ccccc2o1)c1ncccn1	103*	-0.7	2	-51	40	-186	42	-14	84	·	10
CCCc1cc(=O)oc2cc(OCC(=O)NCCCn3ccnc3)c(Cl)cc12	-5	-0.2	-39	9	11	-1	-10	0	-11	1	-0.5
CC(C)n1nc(C(=O)Nc2nc3ccc(S(C)(=O)=O)cc3s2)c2ccccc2c1=O	-30	-0.1	29	21	2	-7	13	-43	18	-1	0.0
CCc1cc(Cn2nc(-c3ccccc3)cc2C(=O)NCc2ccc(C)cc2)on1	4	0.1	23	20	-3	6	-4	-13	12	-2	0.9
CC(=O)c1sc(NC(=O)c2ccc(F)cc2)nc1-c1ccccc1	3	0.1	-20	-204	-48	-243	-15	11	-38	1	1.0

Pulled one by one from the list above (two):
SMILES	TWEAK-Fn14 inh	aDG glyco act	CF NFkB inh	Peg3 promoter	TRPM1 prom inh	HIF-2a inh	NR2E3 ag-1	KKLEB cytotox	Shn3 inh set2	NR2E3 ag-2	hiPSC survival
CC(=O)c1sc(NC(=O)c2ccc(F)cc2)nc1-c1ccccc1	3	0.1	-20	-204	-48	-243	-15	11	-38	1	1.0
CC(C)n1c(O)c(N=NC(=O)CNC(=O)Cc2ccc(Cl)cc2)c2ccccc21	-12	-0.3	-4	22	12	15	-13	-3	20	-1	-0.6

Other compounds follow.
SMILES	TWEAK-Fn14 inh	aDG glyco act	CF NFkB inh	Peg3 promoter	TRPM1 prom inh	HIF-2a inh	NR2E3 ag-1	KKLEB cytotox	Shn3 inh set2	NR2E3 ag-2	hiPSC survival
O=C(NCc1ccco1)/C(=C\c1ccco1)NC(=O)c1ccco1	0	-0.2	-6	16	8	2	-16	-3	-2	3	0.3
O=C(Nc1ccccc1N1CCN(C(=O)c2ccc(Cl)cc2)CC1)c1ccc([N+](=O)[O-])o1	13	-0.1	4	27	87*	9	-12	-15	-45	0	-0.2
CCCCC(=O)Nc1ccc(N2CCN(C(=O)CC)CC2)cc1	7	-0.2	9	6	5	-2	10	2	21	3	-1.5
Cc1cc(C)c2nc(SC3CCOC3=O)cc(C)c2c1 (centres undefined)	-21	0.2	0	-11	-1	11	-11	-8	7	-1	3.0
COc1ccc(/C=C/C(=O)Nc2nc(C)cc(C)n2)cc1OC	-15	-0.2	9	4	15	-4	-18	-10	19	2	-1.3
COCCNC(=O)C1(C)CCCN(Cc2cc(-c3ccccc3)nn2C)C1 (centres undefined)	-18	0.1	-1	-16	·	-10	4	-2	-9	·	1.2
CCNC(=O)C1(C)CCN(C(=O)c2ccc(N(C)C)cc2)C1 (centres undefined)	-14	0.0	-8	-17	·	2	14	21	-19	·	0.5
CC(C)CC1NC(=O)N(CC(=O)NC2CCCCC2)C1=O (centres undefined)	8	-0.1	8	5	8	6	-8	0	-2	·	0.1
CSc1ncc(C(C)=O)c(C)n1	-5	0.1	-3	1	10	6	5	-2	-13	7	1.9
CCOC(=O)c1nn(-c2ccc([N+](=O)[O-])cc2)cc1O	2	0.2	-10	-68	-43	-64	-21	-7	-95	5	-0.6
CCn1c(=O)c2ccccc2n2c(SCC(=O)NCc3cccs3)nnc12	3	0.0	2	-5	-6	-3	0	-6	2	0	2.5
COc1ccc(-n2c(SC(C)C(=O)Nc3ccc(NC(C)=O)cc3)nc3ccccc3c2=O)cc1OC (centres undefined)	3	-0.1	-5	2	7	-2	8	4	4	-6	-0.4
COCCn1c(SC(C)C(=O)Nc2ncc(Cl)cc2Cl)nc2ccccc21 (centres undefined)	-51	0.1	22	14	10	-16	34	-10	7	4	-1.8
CC(C)Oc1ccc(C(=O)NC(C)(C)CO)cc1	-4	-0.1	-1	-26	-14	-16	-5	-9	-3	0	0.5
O=C(NCc1nnc(SCC(=O)N2CCOCC2)o1)c1c(F)cccc1Cl	-12	-0.2	-3	-38	-6	-37	-14	15	1	8	-0.6
CCCN1CCN(CCCNC(=O)Cn2cc3c(n2)CCCC3)CC1	-14	0.1	-6	0	5	1	-7	-9	5	1	-0.8
CCN1CCn2c3c(c4cc(Br)ccc42)CCCC31 (centres undefined)	-5	0.0	6	-76	0	-70	-20	12	-6	-1	0.1
O=C(NC1CCN(S(=O)(=O)c2cccc(F)c2)CC1)c1ccc(F)cc1	5	-0.1	0	-6	-2	-15	2	16	16	·	0.0
CC(=O)Nc1sc(N/N=C/c2ccc(C)cc2)nc1-c1ccc(C)cc1	-27	0.2	-6	-21	-12	-34	-4	4	4	1	-0.6
COc1ccc(N2C(=O)Cc3ccccc3C2=O)cc1	-8	-0.2	10	6	8	25	-17	-6	9	-1	0.4
CSc1nc(=O)n(CCC#N)nc1SC	3	0.3	12	0	·	7	8	-2	1	·	-1.3
CCn1c(=O)cc(OCC(=O)NCc2cccs2)c2ccccc21	-18	-0.3	-36	8	-5	-1	-18	14	-20	-1	-1.8
O=c1c2ccccc2[nH]c(=S)n1CCN1CCc2ccccc2C1	1	-0.1	-14	-6	-5	14	-29	10	-9	1	-0.5
Nc1nc(Nc2cccc(Cl)c2)nc(NCCO)c1[N+](=O)[O-]	0	-0.1	-17	47	4	-46	18	16	-24	0	0.9
CCOc1ccc(N=C(NC#N)SCC(=O)NC2CC2)cc1	3	-0.2	11	-26	2	-42	-3	-7	6	0	-0.1
CC(=O)c1cccc(N=Nc2c(C)[nH]c3ccccc23)c1	5	-0.3	-34	-98	-7	-124	-1	14	-16	1	3.7
CCOc1c(C)cnc2c1c(=O)n(CC(=O)NCC1CCCO1)c(=O)n2C (centres undefined)	-17	0.1	15	-8	13	2	2	-4	9	0	0.4
CCC(C)NC(=O)CN1C(=O)NC2(CCc3ccccc3C2)C1=O (centres undefined)	-12	0.0	8	2	5	9	-1	1	9	-2	-0.6
O=C(NCCn1cccn1)C1CCC(=O)N(CC2CCCCC2)C1 (centres undefined)	-3	0.1	-30	11	9	5	18	18	-6	3	0.2
CCOC(=O)N1CCC(Nc2c(-c3ccc(C)c(C)c3)c(=O)c2=O)CC1	-1	-0.2	2	21	-5	20	-15	4	-4	0	-1.8
Cc1noc(C)c1NC(=O)N(C)C[C@@H]1Oc2ncc(Br)cc2C(=O)N([C@@H](C)CO)C[C@@H]1C	-5	0.2	13	-9	·	3	-22	4	-6	·	1.2
CC1=NN(c2ccccc2)C(c2ccco2)C1 (centres undefined)	-11	0.0	2	-12	-10	-11	-4	14	-6	·	1.9
Cc1ccnc(SCC(=O)N2CCc3ccccc32)n1	-19	0.0	9	-207	-90	-193	-56	7	-70	-2	0.5
COc1ccc(S(=O)(=O)N2CCCCC2)cc1NC(=O)Cn1cnc2c1c(=O)n(C)c(=O)n2C	1	-0.3	3	4	2	5	-14	-11	0	·	-0.9
O=c1[nH]snc1-c1c(Cl)cccc1Cl	-13	-0.4	-43	-3	7	4	-5	16	1	1	0.3
N#Cc1nc(-c2ccco2)oc1NCc1ccc(F)cc1	0	-0.1	3	-1	-4	-1	2	-6	7	2	-2.0
CCCCC(=O)N(Cc1nc2sc(C)c(C)c2c(=O)[nH]1)C1CCCC1	-15	0.3	15	16	-6	17	5	9	13	8	-2.2
COC(=O)/C=C/c1ccccc1CN1[C@@H](CC(=O)OC)c2ccccc2S1(=O)=O	-13	0.0	-14	-9	1	3	2	-14	1	-2	1.8
CCc1ccc(NC(=O)CSc2nnnn2-c2cccnc2)cc1	-14	-0.3	-2	6	-3	-14	-7	14	4	5	-0.3
CCN1CCCc2cc(CN(CCN3CCOCC3)C(=S)Nc3cccc(C)c3)ccc21	-93	0.1	2	8	4	-16	-12	1	23	0	-0.3
Cc1ccc(S(=O)(=O)N2CCCCC2)cc1NC(=O)C1CC(=O)N(Cc2ccco2)C1 (centres undefined)	27	3.2	18	-27	9	-7	14	8	-1	2	2.3
CC(C)(C)NC(=O)CCSc1nnc(-c2ccco2)o1	3	0.0	13	-25	-18	-32	-44	-4	-27	3	-0.3
O=S(=O)(Nc1ccc(F)cc1)c1ccc(NS(=O)(=O)c2cccs2)cc1	6	0.0	-4	1	8	9	0	9	-10	3	1.2
O=C(O)c1ccc(/C=N/N2CCN(Cc3ccc(Cl)cc3)CC2)cc1	-11	0.3	4	25	-7	14	-8	0	7	11	-0.9
COc1cccc(C(=O)NC2CCN(C(=O)N3c4ccccc4Sc4ccccc43)CC2)c1	38	0.9	-12	35	17	6	1	10	55	4	-0.7
Cc1[nH]c(=O)[nH]c(=S)c1C(=O)Nc1ccc(Cl)c(Cl)c1	-5	-0.2	3	-28	-12	-20	15	-5	-2	-5	-0.9
O=C(NCc1ccc(F)cc1)c1cc(C2CCCCN2C(=O)OCCF)on1 (centres undefined)	-20	-0.1	7	6	·	16	-12	16	-7	·	2.5
CN(Cc1ccccc1)S(=O)(=O)c1ccc2[nH]c(=O)ccc2c1	24	-0.1	-12	-5	·	-7	-10	-12	4	4	-0.6
COC(=O)c1cccc(NC(=O)c2ccc(OC)c(Cl)c2)c1	-15	1.1	-14	-201	-51	-254	-11	6	-44	-3	-0.4
CCCCC(=O)NC(=S)Nc1ccccc1N1CCCCC1	-3	-0.1	2	8	10	14	-6	10	-4	0	1.4
COc1ccc(NC(=O)c2ccc(S(=O)(=O)N(C)c3ccccc3)cc2)cn1	25	0.0	29	11	0	8	12	-3	23	1	-0.3
O=C(C(=NNc1ccccc1)c1ccccc1)c1ccccc1	39	-0.4	-14	7	14	15	27	3	20	·	-0.5
